# OX1R antag-1 – human HCRTR1 antagonism. O43613. CHO/OX1R cells, Fluo-8 calcium fluorescence, orexin A. inhibition, % at 5 µM. 0.43% of 330,000 active. AID 434989;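 active means inhibition above its plate's threshold, mean inhibition of all tested compounds on the plate plus 3 SD, cut at about 37% in these data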;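 further: 0% = orexin A challenge wells and 100% = SB-334867-A antagonist wells; not every result past the cut was called active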
# Target sequence (O43613 whole entry, looked up): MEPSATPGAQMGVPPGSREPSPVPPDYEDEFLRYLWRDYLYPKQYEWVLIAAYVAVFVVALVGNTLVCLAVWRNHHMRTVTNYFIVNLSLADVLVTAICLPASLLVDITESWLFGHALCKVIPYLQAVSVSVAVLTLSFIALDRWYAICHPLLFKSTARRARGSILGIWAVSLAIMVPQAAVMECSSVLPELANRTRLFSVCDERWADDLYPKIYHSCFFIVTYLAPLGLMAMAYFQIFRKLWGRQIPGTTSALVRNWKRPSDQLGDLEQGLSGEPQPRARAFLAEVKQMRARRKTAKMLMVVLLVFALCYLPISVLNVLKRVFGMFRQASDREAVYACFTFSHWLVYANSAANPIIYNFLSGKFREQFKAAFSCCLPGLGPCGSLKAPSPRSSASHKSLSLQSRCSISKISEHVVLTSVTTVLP
# OX1R antag-2 – antagonists of human orexin 1 receptor (OX1R); inhibition, % at 6.6 µM; AID 485270; 1.8% of 330,000 active; OX1R-expressing cells, FRET antagonist read-out; in the data active means inhibition mostly above about 38%, no sharp cut-off; inactive means mostly below about 40%;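 further: 0% = agonist challenge alone and 100% = reference antagonist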
# Numbers without * were called inactive; & = joins results of further samples.
cpd | Structure | OX1R antag-1 | OX1R antag-2
1 | O=C(Nc1ncccc1Cl)C(Sc1ccccc1)c1ccccc1 (centres undefined) | -26 | 11
2 | COc1ccc(-n2nc(C(=O)NCCCN3CCOCC3)c3ccccc3c2=O)c(OC)c1 | -22 | -1
3 | Cc1ccc(N(CC(=O)NCc2ccc(F)cc2)C(=O)c2csnn2)cc1C | -23 | 7
4 | O=C(CSc1nnnn1-c1ccc(O)cc1)Nc1cccc(S(=O)(=O)N2CCCC2)c1 | 15 | 47
5 | O=C(Cn1c(=O)n(-c2ccccc2)c(=O)c2sccc21)NCc1ccccc1 | -23 | 5
6 | O=C1NN(c2ccc(F)cc2)C(=O)/C1=C/c1cccs1 | -13 | -2
7 | O=C(CNCc1ccco1)Nc1ccc(N2CCCCCC2)cc1 | -19 | 13
8 | CC(C)[C@H](NC(=O)NCc1cccs1)C(=O)O | 11 | 1
9 | CC(=O)Nc1ccc(C(=O)N/N=C/c2cc(Br)cc(Br)c2O)cc1 | -2 | 31
10 | Cc1ccc(S(=O)(=O)Nc2ccc(N(C)S(=O)(=O)c3ccc(C)cc3)cc2)cc1 | -7 | 8
11 | Cc1cc(NC(=O)CSc2nc3ccccc3[nH]2)n(-c2ccccc2)n1 | 61* | 60*
12 | Cc1nn(Cc2ccc(C(=O)Nc3nc4c(C)cccc4s3)o2)c(C)c1Br | -26 | 7
13 | CCOc1ccc(C(=O)N2CCN(Cc3ccccc3)CC2)cc1 | -12 | 5
14 | Cc1cc(Cl)c2oc(C(=O)N(CCO)Cc3ccccc3)c(C)c2c1 | -24 | 2
15 | O=C(CSc1n[nH]c(-c2ccccc2)n1)Nc1ccc(Br)cn1 | -14 | 12
16 | CCOc1cc(Br)ccc1S(=O)(=O)NCc1ccccc1 | 1 | 10
17 | CC(=O)c1ccc(Oc2cnccn2)cc1 | 4 | 12
18 | Clc1ccc(-n2nnc(-c3cccnc3Cl)n2)cc1Cl | -18 | 10
19 | CCCCNc1c([N+](=O)[O-])ncn1C | -75 | 13
20 | CCOC(=O)c1ccc(NC(=O)Nc2ccc3c(c2)OCCO3)cc1 | -18 | 24
21 | S=C(NCCc1c[nH]c2ccccc12)NC1CCCC1 | -4 | -1
22 | O=c1c2ccccc2nc(-c2ccco2)n1CCc1ccc(O)cc1 | -21 | -4
23 | COc1ccccc1NC(=O)C(C)NS(=O)(=O)c1ccc(F)cc1 (centres undefined) | 10 | 15
24 | C=CC[C@H](CC(=O)NCCO)C(=O)N[C@@H](C)COC(=O)[C@H](CC=C)CC(=O)OC(C)(C)C | -17 | 2
25 | CCOC(=O)CN(C(=O)COC(=O)C1(c2ccccc2)CC1)c1ccc(F)cc1 | -22 | 8
26 | CC(C)n1ncc2c(C(=O)N3CCN(Cc4ccc(Br)s4)CC3)cc(C3CC3)nc21 | -21 | 5
27 | Cc1nn(C)c(C)c1CN(C(=O)CCc1nnc(Cc2c[nH]c3ccccc23)o1)C(C)C | -20 | 16
28 | COc1ccccc1N(C)S(=O)(=O)c1ccc(C(=O)Nc2ncc(C)s2)cc1 | -13 | 4
29 | COc1cc(/C=C/C(=O)OCc2c(C)noc2C)ccc1OC(F)F | -34 | 7
30 | O=C(COc1ncnc2ccccc12)N1CCN(S(=O)(=O)c2ccc(Cl)cc2)CC1 | -31 | 5

# Printed as active in OX1R antag-1, of those listed so far:
cpd | Structure | OX1R antag-1 | OX1R antag-2
11 | Cc1cc(NC(=O)CSc2nc3ccccc3[nH]2)n(-c2ccccc2)n1 | 61* | 60*

# Next section:
cpd | Structure | OX1R antag-1 | OX1R antag-2
31 | O=C1CCCC(=O)N1c1ccc(N2CCOCC2)c([N+](=O)[O-])c1 | -27 | 52
32 | CC(C)(C)N(Cc1ccccc1)C(=O)COC(=O)C1CC1 | -21 | 11
33 | NC(=S)N/N=C/c1c[nH]c2ccc(OCc3ccccc3)cc12 | 8 | 1
34 | CN(C)CCCN(C(=O)COc1ccccc1)c1nc2ccc(F)cc2s1 | -30 | 8
35 | CCS(=O)(=O)c1ccc(-c2cccc(NC(=O)COc3ccc(Cl)cc3)c2)nn1 | 9 | 13
36 | O=C(CNC(c1ccccc1)c1ccccc1)Nc1c(F)cccc1F | -21 | 22
37 | CCCCOc1ccc(/C=C/C(=O)NC2=Nc3ccccc3NC(C)=C2C(=O)OCC)cc1OC | -21 | 13
38 | Cc1ccc(NC(=O)CCSc2ccccc2)c(C)c1 | -11 | 17
39 | CCCCCCCCCCn1cc(C(C)=O)c(=O)[nH]c1=O | 8 | 19
40 | O=C(CCc1ccc(Oc2cc([N+](=O)[O-])cc([N+](=O)[O-])c2)cc1)N1CCCCC1 | -6 | 28
41 | CSCCC(NC(=O)COc1ccccc1)C(=O)N1CCCCC1 (centres undefined) | -18 | 18
42 | O=C(CSc1nnc(NC2CC2)s1)NN1C(=O)NC2(CCCCC2)C1=O | -15 | 7
43 | Cc1ccc(-c2cc(C(=O)O)n[nH]2)s1 | -6 | 22
44 | COc1ccccc1-n1c(-c2ccco2)n[nH]c1=S | -19 | -3
45 | COc1ccc(/C=C/C(=O)NCc2nc3ccccc3[nH]2)cc1OC | 3 | 15
46 | N#CC1=C(S)N=C(N)C(c2nc(-c3ccccc3)cs2)C12CCCCC2 (centres undefined) | 4 | 23
47 | CCCCNc1ccc(S(=O)(=O)c2cccc([N+](=O)[O-])c2)cc1[N+](=O)[O-] | -22 | 16
48 | CCCCn1c(N)c(N(CC(C)C)C(=O)c2cc(Cl)nc3ccccc23)c(=O)[nH]c1=O | -18 | 14
49 | O=C1CC(c2ccccc2)CC(O)=C1C=NCCN1CCN(C(=S)Nc2cccc(Cl)c2)CC1 (centres undefined) | -27 | 12
50 | CC(C)(C)NS(=O)(=O)c1ccc2nc(NC(=O)c3ccc(N4C(=O)CCC4=O)cc3)sc2c1 | -7 | -10
51 | Cc1ccc(S(=O)(=O)N2CCCC(c3nc4c(nnn4Cc4ccc5c(c4)OCCO5)c(=O)[nH]3)C2)cc1 (centres undefined) | -29 | 16
52 | Fc1ccccc1Sc1ccccc1CNC1=NCCN1 | -10 | 23
53 | CN(C)c1ccc(/C=N/NC(=O)c2ccccc2Cl)cc1 | -3 | 25
54 | Cc1cc(=O)n2c3ccccc3n(CC(O)CN3CCOCC3)c2c1C#N (centres undefined) | -24 | 17
55 | CCOC(=O)C1=C(C(F)(F)F)Nc2ncnn2C1c1cc(OC)c(OC)cc1OC (centres undefined) | -23 | 16
56 | NS(=O)(=O)c1ccc(CNC(=O)c2cc(-c3ccccn3)nc3ccc(Cl)cc23)cc1 | 4 | 84*
57 | O=C(COc1ccc(Br)cc1)Nc1ccccc1C(=O)N1CCOCC1 | -4 | 23
58 | COc1ccc(-c2ccnc3c(C(=O)O)cnn23)cc1 | -11 | 35
59 | COC(=O)c1nnn(CC(=O)Nc2cc(Cl)ccc2C)c1C(=O)OC | -21 | 9
60 | Cc1ccc(CN(C(=O)CNC(=O)c2cccs2)C(C(=O)NCC2CCCO2)c2ccccc2)cc1 (centres undefined) | -10 | -4

# 7 entries from above, with the structure last.
nr | OX1R antag-1 | OX1R antag-2 | SMILES
48 | -18 | 14 | CCCCn1c(N)c(N(CC(C)C)C(=O)c2cc(Cl)nc3ccccc23)c(=O)[nH]c1=O
49 | -27 | 12 | O=C1CC(c2ccccc2)CC(O)=C1C=NCCN1CCN(C(=S)Nc2cccc(Cl)c2)CC1 (centres undefined)
50 | -7 | -10 | CC(C)(C)NS(=O)(=O)c1ccc2nc(NC(=O)c3ccc(N4C(=O)CCC4=O)cc3)sc2c1
51 | -29 | 16 | Cc1ccc(S(=O)(=O)N2CCCC(c3nc4c(nnn4Cc4ccc5c(c4)OCCO5)c(=O)[nH]3)C2)cc1 (centres undefined)
52 | -10 | 23 | Fc1ccccc1Sc1ccccc1CNC1=NCCN1
53 | -3 | 25 | CN(C)c1ccc(/C=N/NC(=O)c2ccccc2Cl)cc1
54 | -24 | 17 | Cc1cc(=O)n2c3ccccc3n(CC(O)CN3CCOCC3)c2c1C#N (centres undefined)

# Sorted by molecular weight (falling): part of the list above
cpd | Structure | OX1R antag-1 | OX1R antag-2
4 | O=C(CSc1nnnn1-c1ccc(O)cc1)Nc1cccc(S(=O)(=O)N2CCCC2)c1 | 15 | 47
10 | Cc1ccc(S(=O)(=O)Nc2ccc(N(C)S(=O)(=O)c3ccc(C)cc3)cc2)cc1 | -7 | 8
34 | CN(C)CCCN(C(=O)COc1ccccc1)c1nc2ccc(F)cc2s1 | -30 | 8
20 | CCOC(=O)c1ccc(NC(=O)Nc2ccc3c(c2)OCCO3)cc1 | -18 | 24
53 | CN(C)c1ccc(/C=N/NC(=O)c2ccccc2Cl)cc1 | -3 | 25

# Additional compounds:
cpd | Structure | OX1R antag-1 | OX1R antag-2
61 | COC(=O)C1=C(C)N(c2cccc3ccccc23)C(=O)C1 | -25 | 8
62 | CC(=O)c1c(C(C)=O)c(C)n(NC(=O)c2ccncc2)c1C | -18 | 10
63 | Clc1ccc(CONc2ncnc3nonc23)c(Cl)c1 | -1 | 18
64 | COc1ccc(CNCCC(c2ccc(OC(C)C)cc2)c2ccccc2OC)cc1 (centres undefined) | -14 | -11
65 | Cc1cccc(C)c1OCC(=O)NNC(=O)c1ccoc1C | -2 | 4
66 | O=c1[nH]c(/C=C\c2cccc(O)c2)nc(O)c1[N+](=O)[O-] | -7 | 36
67 | O=C(NC1CCCCC1)c1ccc(-c2ccccc2)cc1 | -11 | 19
68 | COC(=O)CSc1cccc2c1C(=O)CC2c1ccccc1 (centres undefined) | -8 | 25
69 | Cc1cccc(NS(=O)(=O)c2cc(C(=O)N3CCCC3)ccc2Cl)c1 | -25 | 7
70 | O=C(CC1Nc2ccccc2NC1=O)Nc1ccc2c(c1)OCO2 (centres undefined) | -9 | 19
71 | CCc1nn(CCCN2CCN(c3cccc(Cl)c3)CC2)c(=O)n1CCOc1ccccc1 | -7&-10 | 9&17
72 | O=C(c1nc(-c2ccccc2)n(-c2ccccc2)n1)N1CCN(S(=O)(=O)c2ccccc2)CC1 | -13 | 24
73 | CC1CCN(C(=O)CCC(=O)N2CC(C)Oc3ccccc32)CC1 (centres undefined) | -20 | 3
74 | COc1cc(C2Nc3ccc4ncccc4c3C3=C2C(=O)CCC3)cc(OC)c1OC (centres undefined) | -27 | 25
75 | O=C(/C=C/c1ccccc1)N(c1ccccn1)C1CCCCC1 | -19 | 11
76 | CCOc1ccc(/C=C2\SC(=O)N(CCNC(=O)C3COc4ccccc4O3)C2=O)cc1OC (centres undefined) | -7 | 19
77 | COc1ccc(N(Cc2cc(=O)[nH]c3ccccc23)C(=O)CCl)cc1 | -17 | 4
78 | Cc1ccc2nc(Nc3ccc(C)c(C)c3)c3nncn3c2c1 | -32 | 14
79 | CCOc1nc(Nc2ccc(OC)cc2OC)nc(OCC)n1 | -22 | 12
80 | O=C(Nc1ccc(Cl)cn1)c1ccc(Br)c(S(=O)(=O)N2CCCCC2)c1 | -30 | 9
81 | Cc1ccc(CNC(=O)c2cccnc2Sc2cccc(Cl)c2)cc1 | -3 | 5
82 | COC(=O)n1c(=O)oc2ccc(S(=O)(=O)N3CCCCC3)cc21 | -1 | 16
83 | CC(C)OC(=O)NC(Nc1ccccc1C(=O)O)(C(F)(F)F)C(F)(F)F | -11 | 3
84 | COc1ccc(C2=NN(C(=O)CCC(=O)O)C(c3ccc(Br)cc3)C2)cc1 (centres undefined) | -11 | 6
85 | CC(=O)N1CCN(c2ccc(NCc3cccc(C)c3)cc2)CC1 | -18 | 20
86 | O=C(O)C1CCCN1C(=O)Oc1ccccc1 (centres undefined) | 1 | 6
87 | COC(=O)c1ccc(C2NCCc3cc(OC)c(OC)cc32)cc1 (centres undefined) | -22 | -3
88 | COc1ccc(C(=O)N2CCN(CCNC(=O)C(=O)Nc3ccc(Br)cc3)CC2)cc1 | -26 | 26
89 | O=C(C1CCN(S(=O)(=O)c2ccc3ccccc3c2)CC1)N1CCN(c2ncccn2)CC1 | -45 | 17
90 | O=C(Cn1cnc2c(NCc3ccccc3)ncnc21)N1CCN(c2ccccn2)CC1 | -9 | 1

# (list continues)
cpd | Structure | OX1R antag-1 | OX1R antag-2
91 | c1ccc2c(c1)CCN2CCN1CCc2ccccc21 | -14 | 16
92 | CCC(C)N(C(=O)CSc1nnc(-c2ccco2)n1C)C1CCS(=O)(=O)C1 (centres undefined) | 5 | 7
93 | O=C(O)c1ccc(-n2cccc2/C=N\NC(=O)c2cc3cc(Br)ccc3o2)cc1 | -7 | 8
94 | O=c1c(Cc2c(F)cccc2Cl)c(O)ccn1CCCN1CCOCC1 | 0 | -2
95 | Oc1cc2c(cc1CN1CCc3ccccc3C1)OCO2 | -2 | 25
96 | COc1ccc(C(=O)N/C(N)=N/c2nc3ccccc3o2)cc1 | -21 | 13
97 | COc1ccc(C(=O)Nc2nc3cc(OC)c(OC)cc3c(=O)[nH]2)cc1 | -6 | 12
98 | O=C(Cn1ncn2c(cc3ccccc32)c1=O)NCCC1=CCCCC1 | -10 | 32
99 | Cc1ccc(/C(O)=C2/C(=O)C(=O)N(CCN3CCOCC3)C2c2ccccn2)cc1 (centres undefined) | -2 | 82*

# Assay outcomes (PubChem)
